Screening results: PubChem BioAssay, several laboratories
PDI inh: inhibitors of human PDI, primary screen, biochemical, turbidity, single point, plate reader; 0.052% of 350,000 active; inhibition, % at 10 µM; PDI insulin aggregation turbidity, A650, 90 min; Protein disulfide-isomerase (Homo sapiens), P07237;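 active = mean inhibition across replicates of 30% or more, whatever share of single replicates reach that level; inconclusive = mean inhibition below 30% while every single replicate reaches 30%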;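 note: absorbance from insulin aggregation driven by PDI reduction with DTT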
Target sequence (P07237 whole entry, looked up): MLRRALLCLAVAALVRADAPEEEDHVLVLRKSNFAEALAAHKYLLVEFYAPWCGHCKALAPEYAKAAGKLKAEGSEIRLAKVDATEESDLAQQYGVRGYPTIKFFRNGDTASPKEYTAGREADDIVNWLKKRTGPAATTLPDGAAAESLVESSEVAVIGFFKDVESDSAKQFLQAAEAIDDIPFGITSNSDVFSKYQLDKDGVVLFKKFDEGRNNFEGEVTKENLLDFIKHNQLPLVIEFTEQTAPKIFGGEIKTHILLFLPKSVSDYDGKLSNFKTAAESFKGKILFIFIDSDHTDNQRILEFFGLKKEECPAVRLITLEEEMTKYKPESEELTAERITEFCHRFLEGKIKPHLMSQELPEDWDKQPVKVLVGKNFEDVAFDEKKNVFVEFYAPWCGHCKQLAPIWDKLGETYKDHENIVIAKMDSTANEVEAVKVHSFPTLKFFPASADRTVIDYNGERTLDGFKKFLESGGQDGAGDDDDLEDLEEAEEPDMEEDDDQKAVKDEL
hiPSC survival: enhancers of single-cell hiPSC survival, primary screen, ATPlite luminescence. AID 602274, 2012. 100% = ROCK inhibitor wells, 0% = DMSO. 0.044% of 360,000 active. survival enhancement, % at 20 µM; in the data active = survival enhancement above about 18%;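 note: cells exposed to compounds for 16 hours before the ATP read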
NR2E3 ag-1: inhibitors of NR2E3-RetCOR corepressor binding, primary screen, NR2E3 agonist project, biochemical, TR-FRET, GST-NR2E3, biotin-RetCOR | Photoreceptor-specific nuclear receptor (Homo sapiens), Q9Y5X4 | 1536-well | inhibition of corepressor binding, % at 4.78 µM | 0.12% of 320,000 active | AID 2300, 2010;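 active = percent inhibition above the cutoff of mean plus 3 SD of all tested compounds, set per screening campaign, cut at about 20% in these data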;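 note: 0% = DMSO wells and 100% = biotin wells as full block of FRET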
Target sequence (Q9Y5X4 whole entry, looked up): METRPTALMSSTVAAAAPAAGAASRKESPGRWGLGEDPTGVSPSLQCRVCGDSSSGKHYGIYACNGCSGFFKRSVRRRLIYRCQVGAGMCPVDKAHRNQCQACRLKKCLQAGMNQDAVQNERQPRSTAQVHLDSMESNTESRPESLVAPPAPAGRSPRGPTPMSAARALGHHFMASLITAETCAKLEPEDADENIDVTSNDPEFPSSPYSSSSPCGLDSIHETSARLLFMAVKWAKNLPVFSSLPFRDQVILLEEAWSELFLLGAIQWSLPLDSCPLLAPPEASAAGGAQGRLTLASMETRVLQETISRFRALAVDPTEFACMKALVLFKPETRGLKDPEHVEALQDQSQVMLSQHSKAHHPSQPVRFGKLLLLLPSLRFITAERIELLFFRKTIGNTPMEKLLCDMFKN
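System: GST-NR2E3 and biotin-RetCOR proteins; probe or stimulus: 7 nM biotin-RetCOR; doses: compound at 4.8 µM, single dose; schedule: Compound–protein incubation for 5 h at 4 °C; detection: time-resolved FRET; read-out: percent inhibition; controls: biotin wells as high control, 0.6% DMSO wells as low control; format: 1536-well plates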
aDG glyco act: activators of alpha-DG glycosylation, primary screen, uHTS, Pro5-aDG cells, AlphaScreen; alpha-DG glycosylation AlphaScreen (IIH6); 0% Pro5, 100% B10-LARGE cell signal; activation, % at 10 µM; 0.22% of 360,000 active;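 active = activation of at least 8% versus controls, or a plate z-score of at least 8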;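 note: Pro5 are CHO cells carrying HIG-tagged alpha-DG that lacks glycosylation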
Vif imaging: HIV Vif self-association inhibitors, primary screen, imaging, HEK293T, single point; HEK293T cells, Vif self-association by quenched fluorescence, 24 h; inhibition, % at 7.49 µM; 0.35% of 340,000 active; in the data active = inhibition above about 50%, passing the limit was not always enough; inconclusive = no clear call, values can overlap the other calls; inactive = below about 31%; note: some results filed as inactive read as strong as hits
HIF-2a inh: HIF-2a reporter inhibitors, primary screen, luminescence, 786-0 RCC cells. AID 624352, 2012. 786-0 RCC cells HIF-2a reporter, luciferase luminescence, overnight. inhibition, % at 18.8 µM. 0.72% of 360,000 active;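 active = inhibition of the luminescence signal of 40% or more relative to plate controls, in a single-dose primary screen at 18.75 µM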
Peg3 prom inh: Peg3 promoter-driven luciferase inhibitors, primary screen, cell-based, HeLa, luciferase luminescence. HeLa PEG-Prom luciferase reporter, overnight. inhibition, % at 20 µM. 1.7% of 360,000 active;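 active = inhibition of at least 50% at 20 µM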
MITF TRPM1 inh: inhibitors of MITF-dependent TRPM1 promoter reporter, primary screen, cell-based, SK-MEL-5, single point, luciferase; SK-MEL-5 TRPM1 promoter luciferase, 24 h; inhibition, % at 12.5 µM; 0.83% of 330,000 active;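 active = mean inhibition across replicates of 60% or more, whatever share of single replicates reaches that level; inconclusive = some that reach 60%, reason not given; inactive = mean inhibition across replicates below 60%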; note: values of inactives mirror those of a sister screen read the other way
CaV13 FRET inh: Disruptors of the CACNA1D IQ motif to Ca2+-dependent inactivation inhibitor domain association, primary screening, Förster resonance energy transfer in intact living …; HEK cells, CFP/YFP FRET ICDI-IQ, plate reader, 10 min; percent FRET-ratio fall versus neutral wells; inhibition, % at 12.3 µM; 0.098% of 340,000 active;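 active = mean replicate inhibition of at least 30% and at least 1% of replicates passing that level; inconclusive = only one of the two criteria is met; inactive = neither criterion is met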;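 note: 0% = median of the neutral control wells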
NR2E3 ag-2: NR2E3 agonists in two-hybrid cells, primary screen, cell-based, luminescence, CHO-S, Gal4-NCOR/VP16-NR2E3. luciferase. inhibition of corepressor binding, % at 3.98 µM. 0.35% of 360,000 active. AID 602229, 2012;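 active = inhibition above the mean of all tested compounds plus 3 SD, cut at about 70% in these data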;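 note: 0% = DMSO with NR2E3 transfected cells and 100% = cells lacking NR2E3 construct; higher means lower luciferase signal from less NR2E3 corepressor binding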
Granule exo inh: LAMP-1 surface exposure blockers, TALL-104 cells – cell-based, flow cytometry, MLPCN library, primary screen; TALL-104 LAMP-1 surface exposure; cells stimulated with thapsigargin and PMA; inhibition, % at 10 µM; 0.66% of 360,000 active; AID 651702, 2012;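 active = inhibition above about 55%, limit read from the data; inconclusive = no clear call, values can overlap the other calls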
* marks the source's active call; other numbers are inactive results; u = inconclusive; x = no result given.

SMILES	PDI inh	hiPSC survival	NR2E3 ag-1	aDG glyco act	Vif imaging	HIF-2a inh	Peg3 prom inh	MITF TRPM1 inh	CaV13 FRET inh	NR2E3 ag-2	Granule exo inh
Cc1cc(NC(=O)Cc2ccccc2[N+](=O)[O-])no1	0	-0.4	2	0.0	3	14	17	6	-19	2	6
COc1ccc(CN(CC(=O)NCc2ccco2)C(=O)CNS(=O)(=O)c2ccc(C)cc2)cc1	2	0.8	1	0.0	-8	-1	11	-6	-7	-9	23
COc1ccc2oc(-c3ccc(NC(=O)c4ccc(N5CCOCC5)c([N+](=O)[O-])c4)cc3)nc2c1	-18	-1.6	-1	-0.2	-7	19	29	3	-8	-37	-5
CCc1cc2c(SCC(=O)NC3CC3)ncnc2s1	-3	0.3	x	-0.1	11	-14	-11	10	-10	2	-5
Cc1cc(NC(=O)COC(=O)CSc2nc3cc(Cl)ccc3n2Cc2ccccc2)no1	15	-1.9	-1	-0.1	3	19	-2	-4	-1	-5	4
COCCn1c(Cc2ccccc2)nnc1SC(C)C(=O)NC1CC1 (configuration not stated)	-4	1.6	-3	-0.1	15	21	5	4	-2	-1	-1
Cc1ccc(C(CC(=O)N2CCOCC2)c2ccco2)cc1 (configuration not stated)	3	3.2	4	0.5	0	-19	-6	-3	-4	-1	1
Cc1ccc(SC2CCN(C(=O)C3CCC(=O)N(C4CC4)C3)CC2)cc1 (configuration not stated)	8	-0.5	-1	0.1	-2	-86	-78	6	-7	10	4
CCOc1cc(OCC)cc(C(=O)NCCCN2CCOCC2)c1	-2	0.1	1	0.1	6	12	8	-2	4	-14	2
COc1cc(C2NC(=O)NC(C)=C2C(=O)OCC2CCCO2)ccc1O (configuration not stated)	1	-0.2	-1	-0.1	0	6	5	3	-8	-3	-3
Cc1ccc(CC(=S)N2CCOCC2)cc1	26	1.7	0	0.0	-2	-6	-13	-2	-6	-1	-2
COc1ccc(N2CC(C(=O)Nc3nnc(SCC(=O)c4ccccc4)s3)CC2=O)cc1 (configuration not stated)	0	-0.2	-2	0.1	-4	-13	5	-1	-7	12	-2
COc1ccc(-c2nnc(SCC(=O)c3ccc(C)o3)o2)cc1	3	-1.5	x	1.4	x	-32	-17	18	-7	-21	-3
Cc1ccc(NC(=O)Cc2ccsc2)cc1S(=O)(=O)N1CCOCC1	-2	-0.8	x	-0.1	u	-1	1	-5	-5	-7	-3
CCOc1ccccc1C1C2=C(COC2=O)Nc2cc3c(cc21)OCO3 (configuration not stated)	-2	-0.1	1	0.3	81*	29	-5	52	-8	-7	7
CC(=O)c1cccc(-c2ccnc3c2CC(C(=O)N2CCN(C)CC2)O3)c1 (configuration not stated)	-4	-4.2	x	-0.1	-1	4	15	x	-6	7	-1
O=S(=O)(N1CCCCC1)N1CCNCC1	8	-0.7	3	0.0	-7	12	4	1	-8	-1	0
Cc1cc(C)nc(N/N=C/c2cccc(Cl)c2)n1	-2	-1.8	7	0.4	5	-108	-78	-31	-3	-39	-1
O=C(Nc1cccc(F)c1)C1CCN(C(=O)Cc2ccccc2)CC1	0	-3.5	2	-0.1	-25	17	9	7	-5	29	-3
CCCC(c1nnnn1CCOC)N1CCN(C(=O)c2ccco2)CC1 (configuration not stated)	-4	3.3	0	-0.1	5	17	12	7	-5	-14	1
CCC(C)NC(=O)c1cc2c(=O)n(CC)c3ccccc3c2s1 (configuration not stated)	-7	-0.3	1	0.0	2	-81	-25	2	-19	-10	10
CCc1ccc(C(=O)Cn2ccsc2=N)cc1	-5	-0.5	-1	0.7	16	-315	-301	-9	-5	-156	-6
CC(=O)C1=C(C)Nc2ncnn2C1c1cccc(O)c1 (configuration not stated)	-1	0.8	-2	0.1	-9	2	4	-2	-14	0	15
CCO[C@@H]1OC(C(=O)Nc2ccccc2)=C[C@H](C2CC2)[C@H]1CCCO	2	-2.3	5	0.1	-2	1	8	-3	-11	3	2
O=C(O)C(Cc1ccccc1)N1C(=O)/C(=C/c2cccs2)SC1=S (configuration not stated)	-4	-0.9	x	-0.4	-5	14	17	-1	-1	-16	2
COc1ccc(CC(=O)O/N=C(\N)c2ccncc2)cc1OC	-3	-1.6	x	-0.1	-2	9	-6	x	-12	13	-4
Nc1nnc(SCc2ccc(F)cc2Cl)s1	0	-3.0	4	-0.1	0	-104	-60	-20	-7	-38	-1
O=C(C1=C[C@@H](c2ccc3c(c2)OCO3)C[C@@H](OCCCCO)O1)N1CCOCC1	1	-0.7	-1	0.0	-2	3	-16	-5	-6	0	1
Cc1nc(C(=O)NC2CCOCC2)sc1C1(C)CC(c2ccccc2)=NO1 (configuration not stated)	-3	-1.6	-1	-0.1	3	3	-1	-11	-11	-7	-6
CC1=Nc2ccccc2N=C(NC(=O)CN2CCN(c3ccc(F)cc3)CC2)C1c1ccccc1 (configuration not stated)	-3	0.0	2	0.2	x	-3	-7	-7	-5	-10	10
N#Cc1ncn(C2OC(CO)C(O)C2O)c1N (configuration not stated)	3	-2.7	x	-0.2	9	15	9	x	-5	4	-3
NC(=O)c1ccsc1NC(=O)CS(=O)(=O)c1ccccc1	-1	-0.1	2	-0.7	16	-68	-61	-21	-16	-26	-2
CCOC(=O)C(CC(=O)c1ccccc1)CC(=O)c1ccccc1	-16	0.4	x	0.1	-9	-206	-222	-88	-5	-126	-4
COc1ccc(CC(N)c2csc(NC(=O)Nc3ccccc3C(C)(C)C)n2)cc1 (configuration not stated)	-8	-3.6	x	2.2	-2	-5	87*	x	-10	-16	16
C#CCCC/C(=C\C(=O)N(C)[C@H](C(=O)N(C)[C@H](C(=O)N(C)[C@H](C(=O)N(C)[C@H](C(N)=O)C(C)C)C(C)C)C(C)C)C(C)C)OC	-13	-2.7	x	0.2	2	-2	3	9	-8	-5	-15
O=C1O/C(=C\C(=O)N2CCOCC2)c2ccccc21	-5	-1.1	-2	-0.1	4	17	1	16	-2	19	u
CCN(C(=O)COC(=O)c1c(C)noc1C)C1CCS(=O)(=O)C1 (configuration not stated)	4	-0.8	0	0.3	-2	11	19	2	-4	0	8
COc1ncc(-c2ccc(N3C(c4ccsc4)=Cc4ccc(F)cc4C3CC(=O)c3ccco3)cc2)cn1 (configuration not stated)	x	-0.1	x	-0.3	x	-5	x	x	-6	-6	-4
CN(C)C(=O)CSc1n[nH]c(-c2ccco2)n1	u	-0.2	2	-0.2	14	14	7	-12	-6	-12	0
COc1cc(/C=N/Nc2nc(C)cc(C)n2)ccc1O	8	-1.6	x	0.0	x	-13	-7	x	-6	-11	-1

Arranged by the number under aDG glyco act (rising): three of the compounds above
SMILES | aDG glyco act
N#Cc1ncn(C2OC(CO)C(O)C2O)c1N (configuration not stated) | -0.2
CCOC(=O)C(CC(=O)c1ccccc1)CC(=O)c1ccccc1 | 0.1
COc1ccc(CC(N)c2csc(NC(=O)Nc3ccccc3C(C)(C)C)n2)cc1 (configuration not stated) | 2.2

Further compounds follow:
SMILES	PDI inh	hiPSC survival	NR2E3 ag-1	aDG glyco act	Vif imaging	HIF-2a inh	Peg3 prom inh	MITF TRPM1 inh	CaV13 FRET inh	NR2E3 ag-2	Granule exo inh
CC(C)=CCCC(C)CN1CCC(N2CCC(C(=O)N3CCOCC3)CC2)CC1 (configuration not stated)	12	0.2	6	0.0	0	5	1	-8	6	-21	6
O=C(Nc1cccnc1)c1ccc(C(=O)Nc2cccnc2)cc1	-1	0.1	-1	0.7	-2	15	-6	13	3	3	-2
CCCCC1(Cc2ccc([N+](=O)[O-])cc2)C(=O)N(c2ccccc2)N(c2ccccc2)C1=O	-7	1.3	-1	2.2	-25	2	28	18	-3	23	-4
C=CCNC(=O)COC(=O)c1ccc(Sc2nncn2C)c([N+](=O)[O-])c1	3	0.0	2	-0.2	4	11	-3	-3	-5	3	-2
CCc1ccc(C(C(=O)NC(C)(C)CC)N(Cc2ccco2)C(=O)Cn2nnc3ccccc32)cc1 (configuration not stated)	22	-2.6	7	0.9	-29	19	-1	-5	-4	-15	27
Nc1c(Cl)cc(C2=NCCn3c2c2ccc(C(F)(F)F)cc2[n+]3[O-])cc1Cl	6	-1.9	2	0.1	-3	27	21	14	-5	-16	0
CC1=NN(C(=O)Cn2nc([N+](=O)[O-])c(Br)c2C)C(O)(C(F)(F)F)C1 (configuration not stated)	-1	5.4	-5	0.2	-5	13	6	5	-15	3	-2
CCC(=O)N1CCc2cc(Br)cc(S(=O)(=O)N(C)c3ccc(OC)cc3OC)c21	0	-0.8	-1	-0.3	11	21	38	0	-2	-4	2
CCC(C)c1ccccc1NC(=O)CN(CC)CC(=O)Nc1ccc2c(c1)OCCO2 (configuration not stated)	0	-0.3	x	-0.1	7	8	14	-3	-15	-4	-3
O=c1[nH]c(CN(CCO)CCO)nc2c1C1(CCCCC1)Cc1ccccc1-2	-5	0.2	-1	-0.2	-4	16	-5	7	x	13	2
COc1cccc2c(=O)c3ccccc3oc12	8	-3.9	-1	-0.1	-2	-198	-188	-83	-9	-34	0
Cc1ccc(S(=O)(=O)CCC(=O)OCc2nnc(-c3ccccc3)o2)cc1	2	-1.9	x	-0.4	22	-9	-4	-11	-5	-22	2
CC(C)(C)CN1C(=O)C(=O)NC[C@@H]1CCCCN	1	-1.7	1	-0.2	x	-3	-8	-19	-11	-2	-2
CCN(CC)C(=O)COc1ccc(/C(C)=N/Nc2ncc(Cl)cc2Cl)cc1	-6	-0.6	2	0.0	-3	-82	-70	10	5	-68	0
CSc1ccccc1OCc1cc(C(=O)NCCC2CCCCO2)no1 (configuration not stated)	10	0.1	x	0.0	1	-166	-91	-56	-4	-55	-1
CN(C(=O)c1cccc(NC(=O)Cc2ccc(NC(=O)C3CCCN(C(=O)C4CC4)C3)cc2)c1)C1CCC1 (configuration not stated)	-4	-1.3	x	-0.1	-10	4	-9	-1	-7	-11	0
CC(=O)c1c(N2CCN(C)CC2)nc(=S)n(-c2cc(C)ccc2C)c1C	9	0.9	-1	-0.6	-4	1	3	17	-5	-11	-2
Cc1cccc(C)c1NC(=O)COC(=O)c1ccccc1O	7	0.0	6	0.0	-5	7	-9	-2	-4	13	-10

This is a random part of the collection; overall some 3.5% were active at least once.
